RNase H inhibition – RNase H inhibition, HIV 1 Gag Pol polyprotein, FRET biochemical assay, screening (AID 372) | HIV-1 RT RNase H, FRET RNA/DNA substrate fluorescence; higher % means a stronger effect | 100,000 compounds, 0.77% hits | one-dose inhibition, % at 10 µM; IC50 in µM for titrated hits; in the data active means inhibition above about 50%
* hit, by the source's call.

| SMILES | RNase H inhibition |
| --- | --- |
| CCc1ccc(CN2CCN(C(=O)c3ccco3)CC2)cc1 | 5% |
| O=c1/c(=C/c2ccco2)sc2n1CN(c1cccc(C(F)(F)F)c1)CN=2 | 11% |
| Cc1cc(C)nc(NS(=O)(=O)c2ccc(NC(=O)CSc3nc(C)cc(C)n3)cc2)n1 | 4% |
| COc1ccccc1C1CC(=O)NC(SCc2ccccc2)=C1C#N (stereo not drawn) | 9% |
| Cc1cc(NC(=O)CN(c2ccc(F)cc2)S(C)(=O)=O)ccc1Br | 13% |
| Cc1ccc(-c2cc(C(F)(F)F)n3ncnc3n2)cc1 | 1% |
| CCOC(=O)/C(N=Nc1cc(Cl)c(NC(=O)c2ccc(Cl)cc2)cc1OC)=C(/C)O | 4% |
| CCOC(=O)/C(N=Nc1ccc(O)cc1)=C(/C)O | 1% |
| O=C(CN1CCCCC1)Nc1cccc2c1OCO2 | 0% |
| O=C(O)C12CCC(C(=O)O)(CC1=O)C(=O)C2 | 0% |
| CCOC(=O)C1=C(CSc2nc(C)cc(C)c2C#N)OC(N)=C(C#N)C1c1ccc(Br)cc1F (stereo not drawn) | 2% |
| COc1ccc2c(C=Nc3c(C)n(C)n(-c4ccccc4)c3=O)c(O)n(-c3ccc(C)cc3)c(=O)c2c1 | 15% |
| Cc1csc(NC(=O)c2c(O)c3ccccc3[nH]c2=O)n1 | 7% |
| CCC(C)C(=O)N1c2cc(C)ccc2-c2c(ssc2=S)C1(C)C (stereo not drawn) | 16% |
| CCN(CC)c1ccc(C=NN2CCN(C3c4ccccc4-c4ccccc43)CC2)c(O)c1 | 8% |

In a second layout: two of the compounds above.
> Cc1cc(NC(=O)CN(c2ccc(F)cc2)S(C)(=O)=O)ccc1Br
  RNase H inhibition: 13%
> Cc1ccc(-c2cc(C(F)(F)F)n3ncnc3n2)cc1
  RNase H inhibition: 1%

Carrying on.
| SMILES | RNase H inhibition |
| --- | --- |
| Cc1ccsc1/C=N/NC(=O)c1ccncc1 | 8% |
| COc1ccc(/C=C2\SC(=N)N(c3cc(C)ccc3C)C2=O)cc1 | 46% |
| Cc1nc(-c2ccccc2)nc(N/N=C/c2ccc(Br)cc2)c1C | 0% |
| CC1=N/C(=C/c2ccc(OCc3ccc(Cl)cc3)cc2)C(=O)O1 | 4% |
| Clc1ccc(CSc2nccn2Cc2ccccc2)cc1 | 2% |
| O=C(Cn1cnc([N+](=O)[O-])n1)Nc1c(F)cc(F)cc1Br | 4% |
| COC(=O)c1c(NC(=O)c2cccc(F)c2)sc(C)c1C | 2% |
| Cc1ccc(C(=O)Nc2ccc(C)cc2[N+](=O)[O-])c(Cl)c1 | 19% |
| Nc1nc(=S)n2c(n1)oc1ccccc12 | 13% |
| O=C(COc1ccc(Cl)cc1)Nc1ccc(F)c([N+](=O)[O-])c1 | 7% |
| CC12OC3(CCCCC3)C(C)(OC13CCCCC3)O2 | 6% |
| CCN(CC)CCCCOc1ccc(C)cc1C | 1% |
| CCOc1ccc(N2C(=O)C3ON(c4ccccc4)C(c4ccc([N+](=O)[O-])cc4)C3C2=O)cc1 (stereo not drawn) | 1% |
| CC1=C(C(=O)Nc2ccc(Br)cc2)C(c2ccc(O)cc2)NC(=S)N1 (stereo not drawn) | 7% |
| CCOc1ccccc1-c1nc(=S)[nH][nH]1 | 14% |
| Cc1ccc(C)c(NC(=O)C(=O)N/N=C/c2ccccc2F)c1 | 0% |
| COc1ccc(Cl)cc1NC(=O)C(=O)NCc1ccncc1 | 59%* |
| O=C(Nc1nc(-c2ccc(Cl)cc2)cs1)c1cccc(Cl)c1 | 3% |
| COc1ccccc1C1=[N+]([O-])C(C)(C)C(c2ccccc2)=N1 | 0% |
| CCOC(=O)C1=C(c2ccccc2)NC(=S)NC1c1ccc(OCC(=O)O)c(OCC)c1 (stereo not drawn) | 15% |
| COc1ccc(/C=C/C(=O)C(C)(C)O)cc1 | 11% |
| Cc1cc(N(C)C)nc(-c2ccccc2)n1 | 7% |
| COc1ccc(OCC(=O)N/N=C/c2cn(-c3ccccc3)nc2-c2ccc(F)cc2)cc1 | 18% |
| O=C(CSc1nnnn1-c1ccccc1)Nc1ccc([N+](=O)[O-])cc1 | 6% |
| CC(C)(C)c1ccccc1OCC(O)CN1CCN(Cc2ccccc2)CC1 (stereo not drawn) | 9% |
| CCOc1ccc(NC(=O)c2cc([N+](=O)[O-])ccc2Cl)cc1 | 2% |
| Cc1ccc(NCC(=O)N/N=C\c2cc(Br)cc(Br)c2O)cc1 | 8% |
| CN(C)c1cc(N/N=C/c2ccccc2O)nc(N(C)C)n1 | 13% |
| O=C(Nc1ccc(NS(=O)(=O)c2cccc(C(=O)Nc3ccc(Br)cc3)c2)cc1)c1ccccc1 | 9% |
| Cc1cc(C)c2c(=O)[nH]c(SCC(=O)c3ccc(Cl)cc3)nc2n1 | 24% |
| COc1ccc(NC(=O)/C(C#N)=C\c2ccc(-c3ccc(C(=O)O)c(Cl)c3)o2)cc1 | 6% |
| O=C(CCN1C(=O)c2ccccc2C1=O)N1CCN(C2c3ccccc3-c3ccccc32)CC1 | 0% |
| O=C(N/N=C/c1cc(Br)ccc1O)c1ccco1 | 5% |
| COc1cc(CN2CCN(Cc3ccc4ccccc4c3)CC2)cc(OC)c1OC | 4% |
| CC(=O)Nc1cccc(C(=O)Nc2ccc(NC(C)=O)cc2Cl)c1 | 3% |
| CC(C)(C)c1ccc(-c2cc(C(=O)O)c3ccccc3n2)cc1 | 0% |
| COc1cc(C=O)ccc1OCCCOc1cccc(Cl)c1Cl | 10% |
| COc1ccc(OCC(O)CN2CCN(c3ccccc3F)CC2)cc1 (stereo not drawn) | 12% |
| COc1ccc(OCCOc2cccc(/C=C3\SC(=S)N(Cc4ccccc4)C3=O)c2)cc1 | 8% |
| CCOC(=O)C1=C(C)N=c2s/c(=C\c3ccc(OC)c(I)c3)c(=O)n2C1c1ccc(Cl)cc1 (stereo not drawn) | 25% |
| COc1cc(/C=N/N=C2\NC(=O)C(CC(=O)O)S2)cc(OC)c1OC (stereo not drawn) | 10% |
| COc1ccc(NC(=O)c2ccc(CN3CCN(Cc4ccccc4)CC3)cc2)c(OC)c1 | 0% |
| CCOC(=O)c1c(NC(=O)c2ccc([N+](=O)[O-])cc2)sc2c1CCN(C(=O)OCC)C2 | 11% |
| Cc1cc(=O)[nH]c(SCCc2ccccc2)n1 | 0% |
| COc1ccc(/C=C/C(=O)N(C)C2CCCCC2)cc1Br | 10% |

In the list so far, 2 have a CF3 group.
| SMILES | RNase H inhibition |
| --- | --- |
| O=c1/c(=C/c2ccco2)sc2n1CN(c1cccc(C(F)(F)F)c1)CN=2 | 11% |
| Cc1ccc(-c2cc(C(F)(F)F)n3ncnc3n2)cc1 | 1% |

Following part:
| SMILES | RNase H inhibition |
| --- | --- |
| C=CCNC(=O)COc1ccc(Cl)cc1 | 3% |
| Clc1ccccc1-n1ncnc1-c1ccc(Br)cc1 | 21% |
| Cc1ccc(N=Cc2cccc(OCc3ccccc3)c2)cc1F | 2% |
| CCOC(=O)c1c(-n2c(C)cc(/C=C(\C#N)C(=O)Nc3cccc(Cl)c3C)c2C)sc2c1CCCC2 | 17% |
| COC(=O)c1ccc(C2Nc3ccccc3NC3=C2C(=O)CC(C)(C)C3)cc1 (stereo not drawn) | 7% |
| Cc1ccc(OCC(=O)N2CCCC2)c(Br)c1 | 17% |
| O=C(/C=C/c1ccc(-c2cccc([N+](=O)[O-])c2)o1)c1cc2ccccc2o1 | 30% |
| COC(=O)c1ccccc1NC(=O)COc1ccc(C)c(C)c1 | 23% |
| O=C(Nc1cccc2ccccc12)c1ccc(S(=O)(=O)N2CCCCC2)cc1 | 9% |
| CCCC(=O)Nc1cccc(-c2nc3ccccc3o2)c1C | 8% |
| COc1ccc(OC)c(NC(=O)COc2ccc(C(C)(C)C)cc2)c1 | 25% |
| O=C(Nc1ccc(Cl)cc1)O/N=C\c1c[nH]c2ccccc12 | 0% |
| CCOc1cc(CN2CCN(c3ccccc3F)CC2)ccc1OC | 0% |
| CC1=C([N+](=O)[O-])CS(=O)(=O)/C1=C/C=C/c1ccccc1 | 18% |
| CCOC(=O)C1=C(C)N=c2s/c(=C\c3cccc([N+](=O)[O-])c3)c(=O)n2C1c1ccc(Cl)cc1 (stereo not drawn) | 11% |
| CCOC(=O)C1=C(C)N=c2s/c(=C\c3c(OC)ccc4ccccc34)c(=O)n2C1c1ccccc1Cl (stereo not drawn) | 0% |
| O=C1c2ccccc2CCC1C1(O)C(=O)Nc2ccc(Br)cc21 (stereo not drawn) | 2% |
| CCN1C(=O)/C(=C\c2cn(-c3ccccc3)nc2-c2ccc(Cl)cc2)SC1=S | 0% |
| Cc1cccc(NC(=O)c2ccccc2NC(=O)c2ccccc2)n1 | 3% |
| Cc1cc(C)cc(OCCOc2ccccc2C=C2C(=O)NC(=S)NC2=O)c1 | 6% |
| COc1ccc(N(CC(=O)Nc2ccc(Oc3ccccc3)cc2)S(=O)(=O)c2ccccc2)cc1OC | 12% |
| COc1ccc(/C=C/C(=O)N2c3ccc(C)cc3-c3c(ssc3=S)C2(C)C)cc1 | 20% |
| c1ccc(C2=NCCn3cccc32)cc1 | 4% |
| Cc1ccc2oc(-c3cccc(NC(=O)COc4c(C)cc(Cl)cc4Cl)c3C)nc2c1 | 6% |
| O=C(NCCN1CCOCC1)c1cc2nc(-c3ccc(Cl)c(Cl)c3)cc(C(F)(F)F)n2n1 | 10% |
| C=CCn1c(C)nc2c(cnn2-c2ccccc2)c1=O | 11% |
| N=C1/C(=C/c2ccc(-c3ccc(Cl)cc3Cl)o2)C(=O)N=C2SC(c3ccccc3)=NN12 | 2% |
| O=C1CCCc2c1[nH]c1ccc(C34CC5CC(CC(C5)C3)C4)cc21 | 17% |
| CC1=C(C(=O)OCCc2ccccc2)C(c2ccc(O)cc2)C2=C(CCCC2=O)N1 (stereo not drawn) | 2% |
| Cc1ccc(N=C2C=C(C(C)(C)C)C(=O)C(C(C)(C)C)=C2)cc1 | 3% |
| CCCC(=O)Nc1nc(-c2ccc(C)c3ccccc23)cs1 | 11% |
| CSc1nc2c(c(=O)n1C1CCCC1)C1(CCCCC1)Cc1ccccc1-2 | 0% |
| Cc1cccc2c1nc1s/c(=C\c3ccc(-c4ccccc4F)o3)c(=O)n12 | 0% |
| CCOc1ccccc1NC(=O)CN(c1ccc(C)cc1)S(=O)(=O)c1ccc(SC)cc1 | 9% |
| Cc1ccc(-n2cnc3sc(C)c(C)c3c2=O)cc1 | 0% |
| CCCCC1SC(NC(C)=O)=NN1C(C)=O (stereo not drawn) | 3% |
| C=CCOc1ccc(/C=C/C(=O)c2ccc(F)cc2)cc1 | 15% |
| CC1=CC(C)(C)NC(=S)N1c1cccc(O)c1 | 0% |
| CCC(=O)Nc1ccc(NC(=O)COc2ccc(CC)cc2)cc1 | 4% |
| Cc1c(C(=O)OC(C)C)sc(NC(=O)c2ccccc2F)c1C#N | 17% |
| COC(=O)/C=C1\SC(=O)N(CN2CCCCC2)C1=O | 15% |
| COc1ccccc1CN1CCN(Cc2ccc(C(F)(F)F)cc2)CC1 | 0% |
| Cc1ccc(NC(=O)c2ccc(-c3ccccc3)cc2)cc1F | 9% |
| Cc1ccc2nc(SCc3ccc(Cl)cc3)nc(C)c2c1 | 4% |
| COc1cc(CN2CCN(Cc3ccccc3Br)CC2)cc(OC)c1 | 9% |
| O=C(c1cccc(F)c1F)N1CCN(c2cc(N3CCOCC3)c(F)cc2[N+](=O)[O-])CC1 | 0% |
| Cc1cc(Br)ccc1NCN1C(=O)S/C(=C/c2ccc3c(c2)OCO3)C1=O | 3% |
| O=[N+]([O-])c1ccc(-c2cnc(-c3ccc(Br)cc3)nc2)cc1 | 2% |
| CCn1c2ccccc2c2cc(CN3CCN(Cc4ccccc4OC)CC3)ccc21 | 14% |
| COC(=O)C1=CN(C2CC2)C=C(C(=O)OC)C1c1cccc(OC)c1 | 9% |
| CC(=O)CCc1c(C)c2ccccc2[nH]c1=S | 7% |
| CCC(C)c1ccc(NC(=O)COc2ccc(C(C)(C)C)cc2)cc1 (stereo not drawn) | 18% |
| COc1ccc2nc(NC(=O)c3sc4cc([N+](=O)[O-])ccc4c3Cl)sc2c1 | 3% |
| CCC(=O)c1ccc(N2CCCCCC2)c(F)c1 | 13% |
| N#Cc1cc2c(N)c(C(=O)c3ccc(Br)cc3)sc2nc1N | 0% |
| COc1ccc2[nH]cc(C(=O)O)c(=O)c2c1 | 12% |
| O=C(Nc1ccc(NC(=O)c2ccc(Cl)cc2Cl)cc1)c1ccc(Br)cc1 | 4% |
| Cc1ccc2[nH]c(C)c(CN3CCCC3)c(=O)c2c1 | 16% |
| Cc1cc(C)cc(NC(=S)NC(=O)c2ccccc2Br)c1 | 5% |
| CCOC(=O)c1cccc(NC(=O)c2cncc(Br)c2)c1 | 0% |

A run of entries of the results above:
| SMILES | RNase H inhibition |
| --- | --- |
| N#Cc1cc2c(N)c(C(=O)c3ccc(Br)cc3)sc2nc1N | 0% |
| COc1ccc2[nH]cc(C(=O)O)c(=O)c2c1 | 12% |
| O=C(Nc1ccc(NC(=O)c2ccc(Cl)cc2Cl)cc1)c1ccc(Br)cc1 | 4% |
| Cc1ccc2[nH]c(C)c(CN3CCCC3)c(=O)c2c1 | 16% |
| Cc1cc(C)cc(NC(=S)NC(=O)c2ccccc2Br)c1 | 5% |
| CCOC(=O)c1cccc(NC(=O)c2cncc(Br)c2)c1 | 0% |

Next section
| SMILES | RNase H inhibition |
| --- | --- |
| COC(=O)c1c(C)oc2ccc(O)cc12 | 2% |
| CCOc1ccc2nc(SCC)[nH]c2c1 | 0% |
| C=CCc1cc(/C=C2/NC(=O)NC2=O)cc(OCC)c1O | 0% |
| Cc1cc(OCC(=O)NCc2ccc(Cl)cc2)ccc1Br | 18% |
| Fc1ccccc1-c1nnc(-c2ccncc2)o1 | 11% |
| CC(C)c1ccc(NC(=O)C(=O)NCC2CCNCC2)cc1 | 9% |
| CCOc1cc(C2C(C(=O)OC3CCCC3)=C(C)NC3=C2C(=O)CC(c2ccccc2)C3)cc(Br)c1O (stereo not drawn) | 7% |
| CCCC(C)C(=O)Nc1ccc([N+](=O)[O-])cc1C (stereo not drawn) | 6% |
| O=C(Nc1ccc([N+](=O)[O-])cn1)C1CC1c1ccccc1 (stereo not drawn) | 6% |
| CC(=O)NC1=NN(C(C)=O)C(C)(CCS(=O)(=O)c2ccc(Br)cc2)S1 (stereo not drawn) | 14% |

These rows are one share of the data; rates above refer to the full screens.
